DAGLB inh: diacylglycerol lipase beta (human) inhibition; Q8NCG7; 0.059% of 340,000 active; inhibition, % at 5.17 µM; HEK293T DAGLB membrane lysate, EnzChek fluorogenic substrate; in the data active = inhibition above about 34%;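 note: 0% = enzyme with vehicle and 100% = wells lacking enzyme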
SR-BI HDL uptake: inhibitors of mouse SR-BI mediated HDL lipid uptake; Q61009; ldlA[mSR-BI] CHO cells, DiI-HDL uptake fluorescence, 3 h; inhibition, % at 12.5 µM; 0.96% of 320,000 active;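 active = mean replicate inhibition of at least 70% and a set share of replicates each scoring 70 or more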;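 note: 0% = median of neutral control wells and 100% = median of positive control wells; values of inactives mirror those of a sister screen read the other way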
PvdQ acylase: P. aeruginosa PvdQ acylase inhibition | purified PvdQ acylase, fluorescence plate reader | inhibition, % at 10 µM | 0.063% of 340,000 active | AID 488965; in the data active = inhibition above about 30%, passing the limit was not always enough;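 note: 0% = vehicle neutral wells and 100% = reference inhibitor wells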
PKA-R2B act: PKA-R2B complex activation | PKA-R2B holoenzyme dissociation, Cy5-IP20 fluorescence polarization; R2B truncated from residue 108, S112A mutant; 0% DMSO only, 100% 113 µM cGMP | activation, % at 11.4 µM | 0.079% of 340,000 active;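 active = activation above a cutoff set at the mean over all compounds plus 3 SD, cut at about 18% in these data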;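 note: higher means more holoenzyme dissociation and a rise in polarization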
Target sequence (P31323 whole entry, looked up, other chains not shown, the tested form may be a part): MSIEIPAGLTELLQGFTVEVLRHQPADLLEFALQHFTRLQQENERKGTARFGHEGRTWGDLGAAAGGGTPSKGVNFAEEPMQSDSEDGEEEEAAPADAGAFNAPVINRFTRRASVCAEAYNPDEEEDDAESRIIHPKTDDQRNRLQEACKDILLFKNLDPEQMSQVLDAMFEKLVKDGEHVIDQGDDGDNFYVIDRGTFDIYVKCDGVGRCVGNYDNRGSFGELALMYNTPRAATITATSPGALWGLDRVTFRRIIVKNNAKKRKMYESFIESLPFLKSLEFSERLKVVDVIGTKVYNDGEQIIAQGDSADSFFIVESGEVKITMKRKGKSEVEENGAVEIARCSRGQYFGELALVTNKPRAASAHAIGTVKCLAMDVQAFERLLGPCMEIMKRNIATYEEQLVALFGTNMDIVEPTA
Arrestin-AP2 inh: inhibitors of human beta-arrestin and AP2 interaction; FITC-arrestin peptide / GST-AP2 beads, flow cytometry; AP2 beta2 appendage carries R879A mutation; inhibition, % at 10 µM; 0.31% of 340,000 active; AID 504490;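 active = inhibition above a set limit, near 3 SD of compounds lacking own fluorescence, cut at about 54% in these data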;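 note: plate controls were DMSO wells for no effect and 5 µM unlabelled arrestin peptide for full effect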
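Test system: GST-tagged AP2 beta2-adaptin appendage (R879A) on 4 µm glutathione beads; also added: fluorescein-tagged arrestin peptide at 50 nM final; timing: 12 min plus 1 h, RT; signal: flow cytometry, FL1 (488/535 nm); read-out: percent drop in bead-associated FITC signal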
LANA DNA inh: KSHV C-LANA DNA binding inhibition. MBP-C-LANA/FAM-LBS DNA binding, fluorescence polarization. inhibition, % at 9 µM. 0.078% of 340,000 active;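 active = highest replicate inhibition at or above 60% at 9 µM, even if other replicates fall short; inactive = all replicates below 60% inhibition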;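 note: 0% = neutral control wells and 100% = 4 µM acridine orange control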
SR-BI uptake up: activators of SR-BI mediated HDL lipid uptake. activation, % at 12.5 µM. CHO ldlA[mSR-BI] cells, DiI-HDL uptake fluorescence, 3 h; 100 = double the neutral-control signal. 0.096% of 320,000 active;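 active = mean replicate activation of at least 60% and every replicate at or above 60%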;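 note: 0% = median plate neutral-control signal and 100% = twice that signal; values of inactives mirror those of a sister screen read the other way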
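Material: SR-BI-overexpressing, LDLR-lacking CHO cells | Dosing: Single compound concentration, delivered by pin transfer | Probe or stimulus: Labelled HDL, 10 µg/mL | Signal: Bottom-read cell fluorescence after medium removal, ex 550/em 595 nm | Schedule: 3 h, 37 °C | Evaluation: HDL uptake via cellular fluorescence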
NSD2 HMT inh: inhibitors of human histone methyltransferase NSD2. 0.54% of 310,000 active. AID 743445. inhibition, % at 12.5 µM. NSD2 peptide methylation, AlphaScreen, 120 min. O96028; in the data active = inhibition above about 50%
RTF Ca sens inh: cardiac RTF calcium desensitization. inhibition, % at 7.15 µM. IANBD-labeled cardiac RTF, Ca2+ fluorescence. AID 493244. 0.12% of 340,000 active;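 active = inhibition above the mean inhibition of all tested compounds plus 3 SD, cut at about 17% in these data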;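 note: assay run at fixed EC70 calcium of 1.6 mM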
Keap1-Nrf2 PPI: disrupts human Keap1 binding to Nrf2 peptide. Q14145. Keap1 Kelch-Nrf2 peptide fluorescence polarization, 1536-well. inhibition, % at 9.4 µM. 0.15% of 340,000 active; in the data active = inhibition above about 12%;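 note: human Keap1 Kelch domain with fluorescein labeled Nrf2 9mer peptide probe; 0% = neutral control wells and 100% = peptide positive control; higher means more block of Keap1 binding to Nrf2 peptide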
Target sequence (Q14145 whole entry, looked up, the tested form may be a part): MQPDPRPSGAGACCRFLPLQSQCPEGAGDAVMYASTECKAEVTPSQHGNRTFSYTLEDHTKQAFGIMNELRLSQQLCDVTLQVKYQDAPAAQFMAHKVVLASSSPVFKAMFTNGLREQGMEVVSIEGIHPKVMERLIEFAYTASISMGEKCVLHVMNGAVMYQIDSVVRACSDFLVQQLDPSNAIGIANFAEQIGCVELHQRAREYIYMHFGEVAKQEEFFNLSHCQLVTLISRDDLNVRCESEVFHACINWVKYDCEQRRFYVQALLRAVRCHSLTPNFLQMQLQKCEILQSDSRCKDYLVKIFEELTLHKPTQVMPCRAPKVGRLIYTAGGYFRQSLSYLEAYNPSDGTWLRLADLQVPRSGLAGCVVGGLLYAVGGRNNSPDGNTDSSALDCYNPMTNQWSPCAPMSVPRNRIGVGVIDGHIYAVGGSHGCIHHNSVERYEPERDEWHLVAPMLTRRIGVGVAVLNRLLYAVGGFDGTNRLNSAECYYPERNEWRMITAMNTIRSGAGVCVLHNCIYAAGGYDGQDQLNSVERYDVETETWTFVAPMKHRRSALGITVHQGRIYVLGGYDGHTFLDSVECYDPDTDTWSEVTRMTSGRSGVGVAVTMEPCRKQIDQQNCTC
* marks the source's active call; other numbers are inactive results; · = no result given.

mol | DAGLB inh | SR-BI HDL uptake | PvdQ acylase | PKA-R2B act | Arrestin-AP2 inh | LANA DNA inh | SR-BI uptake up | NSD2 HMT inh | RTF Ca sens inh | Keap1-Nrf2 PPI
O=[N+]([O-])c1cc(S(=O)(=O)NC2=NCCCCC2)ccc1Cl | 2 | -9 | -25 | 5 | -14 | 0.5 | 9 | -1 | -5 | -5
CCCCOc1ccc(C2C3CN(C(=O)OCC)CC=C3C(C#N)=C(N)C2(C#N)C#N)cc1OC (centres undefined) | 6 | 7 | -9 | 0 | 0 | 0.7 | -7 | -1 | -9 | -6
CCOC(=O)c1cn(CC)c2c(ccc3ccccc32)c1=O | -10 | 25 | -20 | 9 | -9 | -0.9 | -25 | -5 | -11 | -5
COc1ccc(S(=O)(=O)Nc2cccc(F)c2C)cc1C(=O)N1CCOCC1 | -4 | 3 | 16 | -12 | 35 | -1.1 | -3 | -2 | -4 | 1
COc1ccc(S(=O)(=O)N2CCCCC2)cc1NC(=O)c1cc([N+](=O)[O-])ccc1N1CCOCC1 | -2 | 23 | 8 | 0 | 23 | -1.4 | -23 | 0 | 2 | -1
Cc1ccc(NC(=O)COC(=O)C(CC(C)C)N2C(=O)C3CC=CCC3C2=O)c(C)c1 (centres undefined) | 0 | -21 | -14 | 0 | 5 | -0.2 | 21 | 6 | -1 | -2
O=C(COc1ccc(Cl)cc1Cl)N1CCCCCC1 | -2 | 25 | 1 | 1 | -9 | 1.2 | -25 | -2 | -4 | -2
O=Nc1c(O)n(Cc2ccc(Cl)cc2Cl)c2ccccc12 | -19 | -12 | -59 | -1 | -10 | -0.4 | 12 | -1 | -14 | -4
COc1cc(CN(C)c2ccc(S(=O)(=O)N3CCCC3)cn2)ccc1OC(F)F | -1 | 16 | -13 | -6 | -2 | 0.0 | -16 | -4 | -1 | -6
CC(Sc1nc(N)cc(N)n1)C(=O)NCCC1=CCCCC1 (centres undefined) | 0 | -25 | -8 | -9 | -3 | -0.3 | 25 | 1 | -4 | -3
O=C(COC(=O)C1(c2ccccc2F)CCCC1)NCc1cccs1 | -4 | 10 | 1 | 1 | 58* | 1.7 | -10 | 0 | 6 | 2
CN(C)S(=O)(=O)c1cccc(C(=O)NC2CCSc3ccccc32)c1 (centres undefined) | 3 | -7 | -12 | 3 | -8 | 0.0 | 7 | -1 | -5 | -3
Cc1cc(C)c(S(=O)(=O)c2ccc(F)cc2C)c(Cl)n1 | -1 | 1 | 3 | 9 | 4 | -1.9 | -1 | -5 | 3 | -2
Cc1noc(C)c1CSCC(=O)N1CCN(c2ccc([N+](=O)[O-])cc2)CC1 | 0 | 34 | -14 | 2 | -7 | 0.7 | -34 | 1 | -13 | -3
COc1ccccc1NC(=O)C(=N\O)/C(C)=N/O | 2 | -4 | -14 | 1 | 10 | 0.1 | 4 | 11 | -8 | -2
CSc1ccccc1C(=O)NCc1cccnc1 | 4 | -1 | -9 | -2 | 10 | -1.4 | 1 | -3 | -3 | 0
COc1ccccc1/C=N/NC(=O)c1nnn(-c2nonc2N)c1-c1ccccc1 | -2 | 48 | -7 | 0 | -11 | -0.2 | -48 | -1 | 3 | -3
COc1ccccc1N1CCN(S(=O)(=O)CCNC(=O)c2ccccc2Br)CC1 | 2 | · | -10 | 0 | -1 | -0.4 | · | -1 | -2 | -3
O=C(Nc1nc(-c2ccccc2)cs1)c1ccc(=O)[nH]c1 | 1 | 43 | 0 | 7 | 4 | 1.3 | -43 | 0 | -22 | 1
O=C(CSCC(=O)NC1CC1)Nc1ccccc1 | 3 | -25 | -15 | 4 | -11 | 0.4 | 25 | -5 | -11 | 1
COCCn1c(SCC(=O)c2c(N)n(C3CC3)c(=O)[nH]c2=O)nc2ccccc21 | 2 | -13 | -8 | 6 | 7 | -2.0 | 13 | 0 | 1 | -1
Cc1ccc(C(C)C)c(OC(=O)/C=C/c2ccccc2)c1 | -22 | 47 | -16 | -7 | 9 | 0.5 | -47 | 1 | -5 | -1
CN1CCN(C(=O)CSc2nnc(COc3ccccc3)o2)CC1 | -3 | · | 12 | 5 | 13 | -0.4 | · | 0 | 6 | -7
CCN(CC)CC(O)CN1c2ccccc2Sc2ccccc21 (centres undefined) | -7 | 18 | -3 | 11 | -11 | -0.4 | -18 | 19 | 4 | 4
CCOc1ccc(Br)cc1S(=O)(=O)Nc1ccccc1N1CCOCC1 | 0 | 1 | -13 | -12 | 7 | 2.0 | -1 | -5 | 0 | -6
C=CCC1(CC=C)CCCN1C(=O)C1CCC(=O)N(CCc2ccc(Cl)cc2)C1 (centres undefined) | 2 | -22 | -5 | 4 | -2 | 1.7 | 22 | -3 | 11 | -8
O=C(O)COc1ccc(/C=N/n2cnc3scc(-c4cccs4)c3c2=O)cc1 | 0 | -15 | -6 | 1 | 7 | 0.1 | 15 | 0 | -14 | 2
Cn1c(N)c(C(=O)COC(=O)C23CC4CC(CC(C4)C2)C3)c(=O)n(C)c1=O | -3 | 0 | -13 | -14 | -4 | -1.3 | 0 | 6 | -11 | -5
O=C(NCCc1ccccc1)C1CCN(S(=O)(=O)c2ccc(-c3nn[nH]n3)cc2)CC1 | -1 | -13 | -12 | -10 | 3 | -1.9 | 13 | · | -7 | 3
CCOc1ccc(/C=C/C(=O)c2ccccc2)cc1OC | -5 | 3 | -15 | -23 | -13 | -0.4 | -3 | 3 | 4 | 0

Reformatted with each value named: part of the list above.
> COc1ccccc1N1CCN(S(=O)(=O)CCNC(=O)c2ccccc2Br)CC1
  DAGLB inh: 2	SR-BI HDL uptake: ·	PvdQ acylase: -10	PKA-R2B act: 0	Arrestin-AP2 inh: -1	LANA DNA inh: -0.4	SR-BI uptake up: ·	NSD2 HMT inh: -1	RTF Ca sens inh: -2	Keap1-Nrf2 PPI: -3
> O=C(Nc1nc(-c2ccccc2)cs1)c1ccc(=O)[nH]c1
  DAGLB inh: 1	SR-BI HDL uptake: 43	PvdQ acylase: 0	PKA-R2B act: 7	Arrestin-AP2 inh: 4	LANA DNA inh: 1.3	SR-BI uptake up: -43	NSD2 HMT inh: 0	RTF Ca sens inh: -22	Keap1-Nrf2 PPI: 1

Carrying on:
mol | DAGLB inh | SR-BI HDL uptake | PvdQ acylase | PKA-R2B act | Arrestin-AP2 inh | LANA DNA inh | SR-BI uptake up | NSD2 HMT inh | RTF Ca sens inh | Keap1-Nrf2 PPI
CCCn1c(=O)[nH]c(=O)c2c1nc(-c1ccc(OC(F)F)c(OC)c1)n2CCOC | -2 | 18 | -1 | 1 | 17 | 1.0 | -18 | 3 | 3 | 0
O=C(CNC(=O)c1ccccc1F)NCc1ccncc1 | -1 | -22 | -8 | 9 | 6 | -0.3 | 22 | -4 | -8 | -1
COc1cc(CCC(=O)OCC(=O)Nc2ccc(F)cc2F)cc(OC)c1OC | -1 | -10 | -6 | 0 | 26 | -0.6 | 10 | 22 | -16 | -3
COc1ccccc1CN(C)C(=O)c1ccc(COc2ccccc2)cc1 | -3 | 6 | -12 | -10 | -6 | -0.4 | -6 | -3 | -1 | 1
C(=C\CSc1ncn[nH]1)/CSc1ncn[nH]1 | 1 | 3 | -19 | -16 | 2 | -0.3 | -3 | -2 | -1 | -3
CC(C)(O)C#Cc1ccc(CN2CCN(Cc3ccsc3)C(CCO)C2)cc1 (centres undefined) | 2 | -14 | 2 | -2 | -3 | 1.3 | 14 | 1 | 9 | -5
CCC(CC)c1nc2ccccc2c(=O)[nH]1 | 0 | -4 | -20 | 2 | -3 | -1.5 | 4 | -2 | -6 | -1
O=C(CSc1ccccc1[N+](=O)[O-])NC1CCS(=O)(=O)C1 (centres undefined) | 2 | -5 | 1 | -5 | 12 | -0.6 | 5 | -1 | 0 | -5
Nc1nccnc1C(=O)OCC(=O)Nc1cccc(S(=O)(=O)N2CCCCC2)c1 | 3 | 15 | -8 | -8 | 11 | -1.6 | -15 | · | -5 | 0
Cc1nc2c(ccc3nc(NC(=O)C(c4ccccc4)c4ccccc4)sc32)s1 | -2 | -2 | -14 | -19 | -2 | -0.1 | 2 | · | -8 | 4
C[n+]1cn(Cc2ccc(C#N)cc2)c2ccccc21 | 0 | 10 | -13 | -2 | -2 | -3.1 | -10 | -15 | 0 | -2
CCCn1c2ccccc2c2nnc(SCC(=O)OC)nc21 | -7 | -17 | -13 | -2 | 2 | 0.1 | 17 | · | -11 | -1
Cc1cnc(C(=O)OCC(=O)NC(C)C)cn1 | -2 | -11 | -19 | 0 | -6 | -1.1 | 11 | -4 | -6 | -6
CCCOc1c(OC)cc(Cl)cc1C1NC(=O)NC(C)=C1C(=O)NCc1ccccc1 (centres undefined) | 1 | -1 | -13 | -8 | 7 | -0.9 | 1 | 1 | -8 | -5
Cn1cnc([N+](=O)[O-])c1S(=O)(=O)Nc1ccccc1 | -4 | -45 | -18 | -3 | 2 | 0.5 | 45 | 4 | 9 | -2
CCN(CC)c1ccc(/C=N/n2nnnc2N)c(O)c1 | 1 | 28 | 0 | 5 | 9 | 2.0 | -28 | -1 | -1 | -1
O=C(Nc1ccc(C(=O)N2CCCCC2)cc1)c1ccc(Br)cc1 | -5 | 38 | 1 | -8 | 16 | 1.4 | -38 | 2 | -11 | 0
CCN1CCN(C(=S)NCCc2ccccc2)CC1 | -2 | -9 | 2 | -3 | 21 | -0.2 | 9 | 5 | 1 | -1
COc1ccc2[nH]c3c(c2c1)CCN1C(=O)C(CC(=O)NCc2ccco2)C[C@H](C(=O)N2CCOCC2)[C@@]31CCC1CCCC1 (some centres undefined) | 1 | -5 | -10 | -9 | 1 | -2.2 | 5 | · | -2 | -3
COc1ccc(OC)c(S(=O)(=O)N/N=C\c2ccc3c(c2)OCO3)c1 | -3 | -17 | 2 | -11 | 36 | -1.3 | 17 | 1 | 4 | -1
Clc1cccc(OCCn2ccnc2)c1 | -1 | 6 | -8 | 6 | 8 | -1.0 | -6 | -1 | -3 | 0
CCCCc1nnc(NC(=O)COC)s1 | 0 | 35 | -5 | -9 | 1 | 0.1 | -35 | -2 | -1 | 4
COc1ccc(C(=O)N(CCCO)C(C)C(=O)NC2CCCCC2)cc1OC (centres undefined) | 3 | -14 | 0 | -4 | 1 | 1.6 | 14 | 5 | -6 | -2
Cc1ccc(-n2c(=O)cc(N3CCN(C(=O)c4ccco4)CC3)[nH]c2=O)cc1 | 3 | -9 | -3 | -5 | 12 | -0.1 | 9 | · | -5 | 1
O=Nc1c2cc(-c3ccccc3)[nH]nc-2c2ccccc12 | -5 | -20 | -12 | -2 | 8 | -1.4 | 20 | 5 | -5 | -2
Cc1c(Cl)cccc1NC(=S)Nc1ccc(S(=O)(=O)Nc2ncccn2)cc1 | -1 | -22 | 11 | 1 | 30 | 1.2 | 22 | -2 | 1 | -2
COc1ccc(NC(=O)Cn2cnc3sc(C)c(S(=O)(=O)N4CCOCC4)c3c2=O)cc1Cl | -1 | 30 | -9 | 1 | 1 | -1.3 | -30 | -2 | 0 | -2
CCOc1cccc(C(=O)Nc2ccc(N3CCN(S(C)(=O)=O)CC3)cc2)c1 | -2 | 35 | -17 | -11 | 13 | 0.7 | -35 | -3 | -11 | -5
